CBFb-RUNX1 inh – qHTS Assay for Compounds Blocking the Interaction Between CBF-beta and RUNX1 for the Treatment of Acute Myeloid Leukemia; AlphaScreen CBFb-His/RUNX1-biotin binding, biochemical; Potency, µM (highest dose often 59.8 µM), for inactives: top-dose activity, negative = inhibition, usual class: inhibitors; 230,000 tested, under 10 active; also: % of control where 0% means no effect
Target sequence (Q01196 whole entry, looked up): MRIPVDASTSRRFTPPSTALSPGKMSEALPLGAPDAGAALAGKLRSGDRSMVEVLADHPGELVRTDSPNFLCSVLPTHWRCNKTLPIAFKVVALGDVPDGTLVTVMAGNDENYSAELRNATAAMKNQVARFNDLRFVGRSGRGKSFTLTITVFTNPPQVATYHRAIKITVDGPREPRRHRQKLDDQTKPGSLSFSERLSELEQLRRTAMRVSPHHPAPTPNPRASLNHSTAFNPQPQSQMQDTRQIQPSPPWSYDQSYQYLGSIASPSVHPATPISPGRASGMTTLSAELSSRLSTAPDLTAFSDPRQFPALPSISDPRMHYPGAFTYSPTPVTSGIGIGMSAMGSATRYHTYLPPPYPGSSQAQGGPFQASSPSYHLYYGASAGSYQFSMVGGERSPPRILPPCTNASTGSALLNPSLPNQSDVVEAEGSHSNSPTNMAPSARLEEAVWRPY
Target sequence (Q13951 whole entry, looked up): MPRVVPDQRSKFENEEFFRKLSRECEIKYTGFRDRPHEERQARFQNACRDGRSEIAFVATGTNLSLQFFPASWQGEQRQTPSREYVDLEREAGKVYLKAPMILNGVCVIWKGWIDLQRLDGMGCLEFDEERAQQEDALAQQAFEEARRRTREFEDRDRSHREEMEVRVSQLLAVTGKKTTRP
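CBFb-His/RUNX1-biotin, 30 nM each, preincubated 20 min RT; compound 15 min RT; Ni + streptavidin beads 50 ng each, 90 min RT; AlphaScreen read.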
TR SRC2 fluor cs – Total Fluorescence Counterscreen for Inhibitors of the Interaction of Thyroid Hormone Receptor and Steroid Receptor Coregulator 2 | TRb/SRC2 Texas Red total fluorescence interference | Potency, µM (doses to about 106 µM), for inactives: at the top dose fluorescence change, negative = quenching | 0.29% of 280,000 active; active = well fitted curve in either direction with a large enough effect; inconclusive = small, poorly fitted or top-dose-only effect; also: potency is read from the fitted curve at half-maximal effect; % is scaled to controls: 0 for no effect and ±100 for the full control effect
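Human TRb ligand-binding domain at 0.6 uM with 20 nM Texas Red SRC2 peptide in Tris buffer containing 1 uM T3 and 5% DMSO, incubated with compound 5 h at ambient temperature. Total fluorescence (555/632 nm) calculated as parallel + 2 × perpendicular.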
Tau fibril FP – qHTS for Inhibitors of Tau Fibril Formation, Fluorescence Polarization | Potency, µM (highest dose often 57.7 µM), for the others: at the highest dose activity, negative = inhibition, most hits filed as inhibitors | K18 P301L tau heparin fibrillization, Alexa594 FP, 6 h | 0.39% of 280,000 active | AID 1468, 2008; also: potency is read from the fitted curve at half-maximal effect; % is scaled to controls: 0 for no effect and ±100 for the full control effect; nearly all actives have a fitted effect of over 55% in size
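K18 P301L tau (15 uM unlabeled/0.24 uM Alexa 594-labeled, final) + compound + heparin 20 uM final; 100 mM NaOAc pH 7; 6 hr 37 C; ThT 30 uM final added, 1 hr RT; FP ex 555/em 632 nm.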
GLA spleen mod – qHTS Assay for Inhibitors and Activators of Human alpha-Galactosidase From Spleen Homogenate; Alpha-galactosidase A (Homo sapiens), P06280; human spleen homogenate, 4MU-alpha-Gal fluorescence, 40 min; Potency, µM (doses to about 80 µM), for inactives: at the top dose activity change, negative = inhibition, usual class: inhibitors; 0.008% of 240,000 active; AID 2107, 2009;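 also: potency is read from the fitted curve at half-maximal effect; 0% = enzyme with vehicle and -100% = no enzyme basal signal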
Target sequence (P06280 32-429 limits assumed): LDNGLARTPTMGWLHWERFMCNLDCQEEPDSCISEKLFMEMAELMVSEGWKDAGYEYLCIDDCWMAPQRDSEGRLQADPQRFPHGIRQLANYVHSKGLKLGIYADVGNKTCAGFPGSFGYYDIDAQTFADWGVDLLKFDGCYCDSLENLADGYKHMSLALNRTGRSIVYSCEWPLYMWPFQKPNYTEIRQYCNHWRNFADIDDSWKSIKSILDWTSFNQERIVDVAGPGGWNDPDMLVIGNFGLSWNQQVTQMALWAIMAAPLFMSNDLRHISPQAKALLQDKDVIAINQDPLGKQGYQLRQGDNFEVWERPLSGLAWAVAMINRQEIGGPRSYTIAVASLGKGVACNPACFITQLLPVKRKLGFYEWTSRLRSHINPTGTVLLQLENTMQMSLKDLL
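Fluorogenic readout (Ex 365/Em 440 nm) of 4-methylumbelliferone released from 1 mM 4-MU-alpha-galactoside by spleen homogenate, 40 min at 37C, pH 5.0. Data normalized to no-enzyme and enzyme controls; Hill-equation AC50 from compound titrations.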
Tau fluor cs – Counterscreen qHTS for Inhibitors of Tau Fibril Formation, Fluorescence Polarization; 0.93% of 280,000 active; Potency, µM (top dose mostly 57.7 µM), without a hit: at the top dose activity change, negative = decrease; tau K18 P301L (four-repeat tau fragment) Alexa594 fluorescence, heparin fibrillization; also: potency is read from the fitted curve at half-maximal effect; % is scaled to controls: 0 for no effect and ±100 for the full control effect; nearly all actives have a fitted effect of over 55% in size
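Human K18 P301L tau (15 uM unlabeled plus 0.24 uM Alexa 594-labeled, final) in 100 mM sodium acetate pH 7 was mixed with compound and 20 uM heparin and incubated 6 hr at 37 C.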
NPSR antag – qHTS Assay for Antagonists of the Neuropeptide S Receptor: cAMP Signal Transduction | AID 1461, 2008 | Potency, µM (doses to about 38.3 µM), inactives show at the highest dose activity change, negative = inhibition, most hits filed as inhibitors | CHO-NPSR cells, cAMP TR-FRET, antagonist mode | 1% of 220,000 active; also: potency is read from the fitted curve at half-maximal effect; % is scaled to controls: 0 for no effect and ±100 for the full control effect; nearly all actives have a fitted effect of over 50% in size; many of its hits are not listed in these tables
TRb SRC2 PPI – qHTS for Inhibitors of the Interaction of Thyroid Hormone Receptor and Steroid Receptor Coregulator 2; TRbeta-SRC2 peptide binding, fluorescence polarization; receptor liganded with 1 µM T3; Potency, µM (doses to about 106 µM), inactives show top-dose activity change, negative = inhibition, hits mostly inhibitors; 0.065% of 280,000 active; AID 1469, 2008;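 also: potency is read from the fitted curve at half-maximal effect; plate controls were bound peptide for no effect and peptide without receptor for full effect; nearly all actives have a fitted effect of over 50% in size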
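Compounds were added to 0.6 uM TRb ligand-binding domain and 20 nM Texas Red-labeled SRC2 peptide in Tris buffer containing 1 uM T3, incubated 5 hr at ambient temperature, then read by fluorescence polarization.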
Epigenetic derep – Quantitative High-Throughput Screen for Regulators of Epigenetic Control; murine LDR cells, GFP reporter derepression, 30 h; Potency, µM (highest dose often 53.9 µM), without a hit: at the top dose GFP activation, most hits filed as activators; 0.2% of 280,000 active; also: potency is read from the fitted curve at half-maximal effect; % of control where 0% means no effect; nearly all actives have a fitted effect of over 60% in size
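GFP-positive cell count by laser-scanning cytometry (objects 20–120 um) after 30 h, 37 C compound exposure of murine LDR cells; reporter is CMV-GFP integrated at a silenced locus, inducible by HDAC or DNMT inhibitors.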
Active calls of the source: *; ? = inconclusive; nt = not tested or not shown; [ ] = another dose, or the depositor's remark. Unless noted, calls follow the shape of the dose curve; as a rule, active = well fitted curve in the direction sought with a large enough effect; inconclusive = small, poorly fitted or top-dose-only effect, or another doubt; inactive = no such curve, though single readings can be large; an effect the other way counts as inactive or inconclusive.

SMILES	CBFb-RUNX1 inh	TR SRC2 fluor cs	Tau fibril FP	GLA spleen mod	Tau fluor cs	NPSR antag	TRb SRC2 PPI	Epigenetic derep
CCN(CC)CCNC(=O)c1ccc(NC(=O)/C=C/c2cc(OC)c(OC)c(OC)c2)cc1	11%	-3%	-2%	5%	-10%	-9%	7%	-6.2%
O=C(NC(C(=O)O)c1ccccc1)c1ccc(S(=O)(=O)N2CCOCC2)cc1 (stereo not given)	6%	0%	5%	10%	4%	-9%[46.1 µM]	6%	0.0%
CCOn1c(=O)c(C)[n+]([O-])c2ccccc21	7%	8%	12%	3%	-1%	8%[46.1 µM]	10%	20µM*
CC(O)CNc1cnccn1 (stereo not given)	6%	-2%	12%	5%	4%	15%	-4%	0.0%
O=C(Cn1c(COc2ccccc2)nc2ccccc21)Nc1cc(Cl)c(Cl)cc1Cl	-5%	0%	-2%	6%	3%	-10%	-4%	3.6%
C/C(=N\NC(=O)Nc1ccccc1)c1ccc2ccccc2c1	1%	0%	-13%	-1%	-4%	4%	-5%	0.0%
CCc1c(C)nc2c(OC)cccc2c1SCCC(=O)O	-3%	0.79µM*[quencher]	6%	-1%	-1%	27%	-24%[53 µM]	0.0%
O=C(CCC(=O)N1CCOCC1)c1ccc(F)cc1	9%	-1%	9%	2%	2%	20%	-4%	-1.5%
COc1ccccc1Nc1nc(N)nc(CN2CCN(Cc3ccc4c(c3)OCO4)CC2)n1	-16%	-1%	7%	-7%	0%	-1%	-8%	9.7%
CCC1S/C(=N/N=C/c2ccco2)N(Cc2ccc(F)cc2)C1=O (stereo not given)	-16%	-2%	1%	-13%	-19%	9%	-2%	-2.1%
O=C(COc1cc(Cl)c(Cl)cc1Cl)Nc1ccncc1	-20%	4%	-9%	12%	-7%	-10%[46.1 µM]	-18%	-6.5%
COc1cccc(OC)c1C(=O)N1CCN(Cc2ccc3c(c2)OCO3)CC1	6%	-3%	-12%	8%	-1%	-25%[46.1 µM]	-3%	0.0%
N#Cc1ccc(C(c2nnnn2Cc2ccccc2)N2CCCC2)cc1 (stereo not given)	-2%	-2%	0%	1%	-4%	-17%[46.1 µM]	-1%	-0.9%
O=C(N/N=C/c1cc([N+](=O)[O-])ccc1O)C1CCCCC1	nt	-6%	3%	-5%	-8%	-5%	1%	1.1%
O=C(Nc1ccc2c(c1)OCO2)c1ccc(CN2CCOCC2)cc1	-9%	2%	6%	-1%	-7%	-2%[46.1 µM]	-1%	-0.8%
Cc1cccc(N(CC(=O)NCc2ccc3c(c2)OCO3)C(=O)CCC(=O)Nc2ccccn2)c1	-4%	1%	0%	9%	-7%	11%[7.67 µM]	-8%	0.3%
CC(C)CCN(C)c1ccc(/C=N/n2cnnc2)cc1	5%	0%	?	7%	-1%	-16%[46.1 µM]	9%	7.1%
CCO[C@H]1OC(C(=O)N2CCCCCCC2)=C[C@@H](C)[C@@H]1CCCO	18%	-2%	-8%	6%	0%	-26%	-5%	1.2%
COc1ccc(OC)c(CCNC(=O)c2ccc(CS(=O)(=O)c3ccc(Br)cc3)o2)c1	-8%	-4%	9%	-4%	-12%	-27%	5%	-0.4%
COCCn1c(SCc2nc(N)nc(Nc3ccccc3C)n2)nc2ccccc2c1=O	2%	0%	0%	-10%	-18%	-13%[46.1 µM]	2%	-1.4%
O=C1CC(Sc2nnc(-c3ccccc3)o2)C(=O)N1c1ccccc1 (stereo not given)	9%	-5%	0%	-2%	11%	-3%[46.1 µM]	-6%	0.4%
O=C(CSc1nc2ccccc2nc1Cc1ccc(Cl)cc1)N1CCN(c2ccccc2)CC1	nt	-1%	-1%	nt	-20%	nt	5%	0.1%
Cc1[nH]c2ccccc2c1SCC(=O)NC1CCCCC1	7%	-1%	0%	-11%	?	-11%	-13%	-2.1%
CNCC(=O)Nc1c(C)n[nH]c1C	-5%	-19%	-6%	-4%	-2%	13%	8%	0.0%
O=C(CN1CCC(n2nnc3ccccc32)CC1)NCc1cccs1	3%	-3%	-3%	0%	-4%	-8%[46.1 µM]	-3%	-0.8%
O=C(NC(=S)N1CCN(C/C=C/c2ccccc2)CC1)c1ccco1	-6%	1%	-2%	2%	-8%	-4%	1%	4.9%
CCOc1ccccc1CN(CCc1ccc2c(c1)OCO2)Cc1cc(OC)c(OC)cc1OC	nt	-2%	-12%	nt	-15%	nt	1%	-2.7%
CCOC(=O)N/N=C/c1c(C)nn(-c2cccc(C(F)(F)F)c2)c1Cl	1%	5%	?	6%	5%	-28%	-3%	-1.5%
COc1cccc(-n2c(=O)c3c(C)c(C)sc3n(CC(=O)NCc3ccccc3)c2=O)c1	nt	-1%	-6%	nt	3%	nt	7%	0.0%
COc1ccc2c(c1)sc1nc(-c3ccccc3)cn12	18%	-1%	-13%	-6%	-26%	17%[46.1 µM]	-2%	-0.2%
CC(=O)C(Cc1ccccc1)NC(=O)CN1CCN(Cc2ccccc2)CC1 (stereo not given)	16%	3%	3%	2%	5%	-15%	-5%	-0.4%
Cc1ccc2cc3cc(C(=O)N4CC(C)CC(C)C4)oc3nc2c1 (stereo not given)	-4%	-2%	11%	-3%	11%	?	-3%	-1.0%
Clc1ccc(-c2cn3cccnc3n2)cc1	0%	-2%	2%	?	-5%	5%[46.1 µM]	-3%	0.1%
O=C(C[n+]1ccccc1)Nc1nc2ccccc2s1	-8%	0%	-6%	2%	1%	29%	-3%	-0.9%
CC1CCN(C(=O)C2CCN(S(=O)(=O)c3cccc4nonc34)CC2)CC1	-5%	-3%	-1%	3%	-3%	-13%[46.1 µM]	6%	-1.1%
CS(=O)(=O)N1CCC(Oc2ccccc2C(=O)NC2CCCCCC2)CC1	5%	0%	-1%	0%	-13%	28%	-2%	-0.6%

Already shown: entries from further up.
SMILES	CBFb-RUNX1 inh	TR SRC2 fluor cs	Tau fibril FP	GLA spleen mod	Tau fluor cs	NPSR antag	TRb SRC2 PPI	Epigenetic derep
O=C(CN1CCC(n2nnc3ccccc32)CC1)NCc1cccs1	3%	-3%	-3%	0%	-4%	-8%[46.1 µM]	-3%	-0.8%
O=C(NC(=S)N1CCN(C/C=C/c2ccccc2)CC1)c1ccco1	-6%	1%	-2%	2%	-8%	-4%	1%	4.9%

Going on with the list:
SMILES	CBFb-RUNX1 inh	TR SRC2 fluor cs	Tau fibril FP	GLA spleen mod	Tau fluor cs	NPSR antag	TRb SRC2 PPI	Epigenetic derep
Cc1ccc(CNc2nc(N)c([N+](=O)[O-])c(NCc3ccccc3)n2)cc1	3%	-2%	-1%	10%	-7%	19%	10%	-1.0%
COc1ccc(/C=N/NC(=S)Nc2ccccc2)cc1	1%	-1%	8%	11%	13%	?	-5%	1.7%
CC(C)C[C@H](NC(=O)Nc1cccc(Br)c1)C(=O)O	3%	-2%	-5%	-1%	8%	15%	1%	0.0%
Cn1cccc1C(=O)Nc1nccs1	0%	-2%	6%	6%	-6%	-2%[46.1 µM]	-8%	-0.9%
CCOCCCNC(=O)Cn1ncc2c(=O)oc3ccccc3c21	6%	-1%	8%	-4%	-6%	?	-1%	-1.0%
COc1ccc(CCNC(=O)c2cc(-c3ccco3)on2)cc1OC	-1%	-3%	-4%	-11%	-13%	1%	-1%	9.6%
CCN(Cc1ccccc1)C(=O)Cn1c(=O)n(Cc2ccccc2)c(=O)c2c1c1cc(OC)ccc1n2C	nt	-3%	-2%	nt	-17%	nt	0%	-1.3%
Cc1cc(Br)ccc1NC(=O)C1CCN(S(=O)(=O)c2ccc(Br)s2)CC1	nt	0%	?	nt	-19%	nt	0%	?
O=C(O)CCC(=O)NNC(=O)CCC(=O)NCc1ccccc1	10%	-2%	1%	3%	-3%	-9%[46.1 µM]	7%	-1.0%
c1ccc(CNc2ncnc3nc[nH]c23)cc1	4%	-1%	-8%	-7%	-10%	0%[46.1 µM]	-4%	-3.0%
CC(C)[C@@H]1NC(=O)c2cc([N+](=O)[O-])cc(I)c2NCCCC[C@@H](C(=O)NC(CC(=O)O)C(N)=O)NC(=O)[C@H](CO)NC1=O (stereo not given in full)	-1%[2.36 µM]	-1%	1%	-7%	-1%	13%	4%	2.8%
Cn1nccc1C(=O)NCc1ccc2c(c1)CCN2C(=O)c1ccc(Cl)cc1	nt	-2%	-9%	nt	-23%	nt	-2%	0.0%
COc1ccc(O)c(CNn2c(-c3ccc(Br)cc3)nc3ccccc3c2=O)c1	?	-4%	15%	15%	?	?	-15%	?
C=Cc1cccc(NC(=O)COc2ccccc2)c1	11%	0%	-4%	-8%	-6%	-4%[46.1 µM]	-6%	-0.8%
Cc1ccc(S(=O)(=O)Cn2nnnc2C(C)N2CCN(C(=O)c3ccco3)CC2)cc1 (stereo not given)	2%	3%	0%	6%	-2%	9%[7.67 µM]	1%	1.5%
NS(=O)(=O)c1ccc(CNC(=S)NC2CCCC2)cc1	3%	4%	2%	8%	0%	10%	4%	1.2%
CC(C)CCNC(=O)c1ccc2c(c1)N(C)C(=O)c1ccccc1S2	nt	0%	0%	nt	-7%	nt	0%	-0.4%
CC(Nc1ccc(-c2nc(-c3ccccn3)no2)cc1[N+](=O)[O-])c1ccccc1 (stereo not given)	nt	0%	0%	nt	-5%	nt	-3%	0.4%
Cc1ccc(CNC(=O)c2ccc3c(c2)nc(C)n3-c2cccc(F)c2)cc1	nt	2%	2%	nt	-12%	nt	6%	-0.7%
CC(C)(C)NC(=O)c1ccncc1	1%	-1%	-4%	-9%	-11%	-8%[46.1 µM]	4%	-0.3%
COc1ccc(NC(=O)CC(C)S(=O)(=O)c2ccc3c(c2)NC(=O)CO3)cc1OC (stereo not given)	nt	-4%	6%	nt	6%	nt	-2%	-1.1%

Screening data (PubChem BioAssay)

Not all compounds are listed; the hit share may differ from the screen's.
